NSD2 inh: blocks human NSD2 histone methyltransferase activity; NSD2-SET H3K36me1 DELFIA fluorescence, biochemical; O96028; 0.07% of 44,000 active; AID 624260; inhibition, % at 12.5 µM; in the data active means inhibition above about 54%, passing the limit was not always enough; inconclusive means no clear call, values can overlap the other calls;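 further: inhibitors reduce the monomethyl H3K36 fluorescence signal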
Target sequence (O96028 whole entry, looked up): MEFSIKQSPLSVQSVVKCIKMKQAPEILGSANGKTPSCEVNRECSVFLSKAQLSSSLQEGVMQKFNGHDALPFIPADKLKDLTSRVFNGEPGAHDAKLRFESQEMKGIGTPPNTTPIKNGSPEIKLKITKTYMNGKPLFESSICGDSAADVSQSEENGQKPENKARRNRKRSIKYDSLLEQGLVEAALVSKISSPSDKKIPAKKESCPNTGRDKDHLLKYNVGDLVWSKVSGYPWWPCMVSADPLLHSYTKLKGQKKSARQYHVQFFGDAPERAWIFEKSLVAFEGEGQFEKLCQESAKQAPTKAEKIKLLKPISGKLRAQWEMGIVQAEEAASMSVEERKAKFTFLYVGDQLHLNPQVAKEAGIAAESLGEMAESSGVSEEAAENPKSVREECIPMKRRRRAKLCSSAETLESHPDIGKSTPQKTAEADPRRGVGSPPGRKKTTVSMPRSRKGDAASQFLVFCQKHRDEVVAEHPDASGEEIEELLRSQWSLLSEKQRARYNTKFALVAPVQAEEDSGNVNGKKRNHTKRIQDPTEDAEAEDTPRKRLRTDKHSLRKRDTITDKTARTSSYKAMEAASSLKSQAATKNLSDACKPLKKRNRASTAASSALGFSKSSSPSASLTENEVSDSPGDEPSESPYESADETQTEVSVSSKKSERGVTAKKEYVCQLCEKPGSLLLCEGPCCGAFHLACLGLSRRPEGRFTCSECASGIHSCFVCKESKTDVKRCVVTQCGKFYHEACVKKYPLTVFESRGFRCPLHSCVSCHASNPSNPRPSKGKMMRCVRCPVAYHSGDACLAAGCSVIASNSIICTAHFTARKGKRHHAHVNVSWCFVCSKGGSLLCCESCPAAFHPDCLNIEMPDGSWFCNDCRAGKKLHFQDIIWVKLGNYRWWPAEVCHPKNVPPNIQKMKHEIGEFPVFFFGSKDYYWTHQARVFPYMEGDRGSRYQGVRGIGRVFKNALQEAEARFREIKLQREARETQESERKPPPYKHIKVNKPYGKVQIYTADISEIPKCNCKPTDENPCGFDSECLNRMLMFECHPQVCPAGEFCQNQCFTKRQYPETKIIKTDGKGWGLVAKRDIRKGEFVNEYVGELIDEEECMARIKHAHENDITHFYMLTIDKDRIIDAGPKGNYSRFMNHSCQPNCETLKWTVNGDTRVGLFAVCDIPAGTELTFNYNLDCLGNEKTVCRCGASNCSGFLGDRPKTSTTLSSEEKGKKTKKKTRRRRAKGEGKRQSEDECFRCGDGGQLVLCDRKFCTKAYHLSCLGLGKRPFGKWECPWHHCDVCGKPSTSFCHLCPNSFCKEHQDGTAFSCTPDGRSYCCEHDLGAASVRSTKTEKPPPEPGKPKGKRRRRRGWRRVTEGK
Numbers without * were called inactive; ? = inconclusive.

SMILES	NSD2 inh
C[C@H]1CN([C@@H](C)CO)C(=O)c2cccc(NC(=O)c3ccncc3)c2O[C@@H]1CN(C)S(=O)(=O)c1cccs1	0
C[C@H](CO)N1C[C@H](C)[C@H](CN(C)S(=O)(=O)c2cccs2)Oc2ccc(N(C)C)cc2CC1=O	2
Cc1ccc(S(=O)(=O)N(C)C[C@H]2Oc3ccc(NS(=O)(=O)c4ccc(F)cc4)cc3CC(=O)N([C@@H](C)CO)C[C@@H]2C)cc1	5
C[C@H](CO)N1C[C@H](C)[C@H](CN(C)Cc2ccc(C(F)(F)F)cc2)OCCCC[C@H](C)Oc2ccc(NC(=O)Nc3ccc(C(F)(F)F)cc3)cc2C1=O	-5
Cc1ccc(S(=O)(=O)Nc2cccc3c2O[C@@H](CN(C)S(=O)(=O)c2ccccc2)[C@H](C)CN([C@H](C)CO)C3=O)cc1	-3
CN1CCc2cc3c(cc2C2OC(O)c4c(ccc5c4OCO5)C21)OCO3 (centres undefined)	5
CCC(=O)N(C)C[C@@H]1Oc2cc(-c3ccc(OC)cc3)ccc2S(=O)(=O)N([C@@H](C)CO)C[C@H]1C	2
C[C@@H]1CN([C@@H](C)CO)C(=O)Cc2cc(NC(=O)CCCCCC(=O)Nc3ccccc3N)ccc2O[C@H]1CN(C)C	3
COc1ccccc1-c1cnc2c(c1)C(=O)N([C@@H](C)CO)C[C@@H](C)[C@@H](CN(C)Cc1cncnc1)O2	11
C[C@H]1CN([C@@H](C)CO)S(=O)(=O)c2ccc(Br)cc2O[C@H]1CN(C)CC1CCOCC1	6
C[C@H](CO)N1C[C@H](C)[C@H](CN(C)CC2CCCCC2)Oc2ccc(NC(=O)C3CCCCC3)cc2C1=O	-3
C[C@@H]1CN([C@H](C)CO)C(=O)c2cc(NC(=O)Cc3ccccc3)ccc2O[C@@H]1CN(C)Cc1ccc(C(F)(F)F)cc1	2
CC(C)NC(=O)N(C)C[C@H]1OCCCC[C@@H](C)Oc2ccc(N(C)C)cc2C(=O)N([C@@H](C)CO)C[C@H]1C	2
c1ccc2c(c1)[nH]c1nc(SCCN3CCCCC3)nnc12	1
CC(C)NC(=O)N(C)C[C@H]1Oc2cc(-c3cccnc3)ccc2S(=O)(=O)N([C@@H](C)CO)C[C@H]1C	2
C=CCSC1=N[C@@]2(COCc3ccc(OC)cc3)Oc3ccccc3[C@H]([C@H]2CO[Si](C)(C)C(C)(C)C)N1C(=O)c1ccccc1	2
Cc1nc(Oc2ccc(Cl)cc2)c(C(=O)O)c(C)c1Cl	-6
CS(=O)(=O)Nc1ccc2c(c1)[C@H]1C[C@@H](CC(=O)NCc3ccccc3F)O[C@H](CO)[C@H]1O2	13
C[C@H]1CN([C@@H](C)CO)C(=O)c2cccc(NS(=O)(=O)c3ccccc3)c2O[C@H]1CN(C)CC1CCCCC1	2
C[C@H](CO)N1C[C@H](C)[C@H](CN(C)S(C)(=O)=O)Oc2cc(C#CC3CC3)ccc2S1(=O)=O	12
Cc1noc(C)c1S(=O)(=O)Nc1ccc2c(c1)C(=O)N([C@@H](C)CO)C[C@H](C)[C@@H](CN(C)S(=O)(=O)c1c(C)noc1C)OCCCC[C@H](C)O2	-3
C[C@@H]1CN([C@H](C)CO)C(=O)c2cc(NC(=O)CCC(F)(F)F)ccc2O[C@@H]1CN(C)Cc1ccc(Oc2ccccc2)cc1	0
C[C@H](CO)N1C[C@H](C)[C@H](CN(C)C(=O)Nc2ccc(C(F)(F)F)cc2)OCc2cnnn2CCCC1=O	0
COc1cc(/C=N/NC(=O)CCCCCCC(=O)Nc2ccccc2O)c([N+](=O)[O-])cc1OC	2
CO[C@@H](C(=O)N(C)C[C@H]1OCc2ccccc2-c2c(n(C)c3ccccc23)C(=O)N([C@H](C)CO)C[C@H]1C)c1ccccc1	0
(list continues)
SMILES	NSD2 inh
C[C@@H]1CN([C@H](C)CO)C(=O)CCCn2cc(nn2)CO[C@@H]1CN(C)S(=O)(=O)c1ccccc1	2
CN(C)CC(=O)Nc1ccc2c(c1)[C@@H]1C[C@@H](CC(=O)NCc3cccc(F)c3)O[C@@H](CO)[C@@H]1O2	-7
CCCC#Cc1cnc2c(c1)C(=O)N([C@H](C)CO)C[C@@H](C)[C@@H](CN(C)C(=O)Nc1ccc(OC)cc1)O2	0
C[C@H](CO)N1C[C@H](C)[C@H](CN(C)C(=O)Nc2ccc(F)cc2)Oc2ccc(NS(=O)(=O)c3cn(C)cn3)cc2C1=O	4
C[C@H](CO)N1C[C@H](C)[C@@H](CN(C)C(=O)Cc2ccncc2)Oc2cc(C#CC3CC3)ccc2S1(=O)=O	-1
C[C@H]1CN([C@@H](C)CO)C(=O)c2cccc(NC(=O)c3nc4ccccc4s3)c2O[C@@H]1CN(C)Cc1ccc(Cl)c(Cl)c1	4
C[C@H]1CCCCO[C@H](CN(C)C(=O)Nc2ccc3c(c2)OCO3)[C@@H](C)CN([C@@H](C)CO)C(=O)c2cc(NS(=O)(=O)c3ccc(F)cc3)ccc2O1	3
CCCN(C)C[C@@H]1OCCCC[C@H](C)Oc2ccc(NS(=O)(=O)c3ccc(C)cc3)cc2C(=O)N([C@H](C)CO)C[C@@H]1C	-4
O=C(O)C[C@@H]1C[C@H]2c3cc(NS(=O)(=O)c4ccccc4)ccc3O[C@H]2[C@H](CO)O1	11
CCC(=O)N(C)C[C@@H]1Oc2cc(-c3cccc(OC)c3)ccc2S(=O)(=O)N([C@H](C)CO)C[C@@H]1C	-7
Cc1noc(C)c1NC(=O)N(C)C[C@H]1Oc2ccc(NC(=O)NC(C)C)cc2CC(=O)N([C@H](C)CO)C[C@H]1C	-3
CCCC#Cc1ccc2c(c1)O[C@H](CN(C)S(C)(=O)=O)[C@@H](C)CN([C@H](C)CO)S2(=O)=O	-3
COc1cccc(-c2cnc3c(c2)C(=O)N([C@H](C)CO)C[C@@H](C)[C@H](CN(C)C(=O)CC2CC2)O3)c1	3
COc1ccc(S(=O)(=O)Nc2cccc3c2O[C@H](CN(C)S(=O)(=O)c2ccc(F)cc2)[C@H](C)CN([C@H](C)CO)C3=O)cc1	-1
C[C@H](NC(=O)C[C@@H]1C=C[C@@H](NC(=O)Cc2ccccn2)[C@H](CO)O1)c1ccccc1	6
C[C@@H]1CN([C@@H](C)CO)S(=O)(=O)c2ccc(C#Cc3ccncc3)cc2O[C@@H]1CN(C)C	-1
CC(C)NC(=O)N(C)C[C@@H]1OCCCC[C@H](C)Oc2ccc(NS(C)(=O)=O)cc2C(=O)N([C@@H](C)CO)C[C@H]1C	?
C[C@H]1CN([C@@H](C)CO)C(=O)c2cccc(NC(=O)CCCCCC(=O)Nc3ccccc3N)c2O[C@H]1CN(C)CC1CC1	-1
CN(C)C(=O)C[C@@H]1CC[C@H](NC(=O)Nc2cccc(F)c2)[C@H](CO)O1	6
C[C@@H]1CCCCO[C@@H](CN(C)C)[C@H](C)CN([C@H](C)CO)C(=O)c2cc(NC(=O)CCC(F)(F)F)ccc2O1	-44
COc1ccc(NC(=O)N(C)C[C@@H]2Oc3c(NS(=O)(=O)c4ccccc4)cccc3C(=O)N([C@H](C)CO)C[C@H]2C)cc1	3
C[C@@H]1CN([C@@H](C)CO)C(=O)c2cc(N(C)C)ccc2O[C@@H]1CN(C)S(=O)(=O)c1cn(C)cn1	1
Cc1ccc(-c2ccc3c(c2)O[C@@H](CN(C)C(=O)Nc2ccccc2)[C@@H](C)CN([C@@H](C)CO)S3(=O)=O)cc1	7
C[C@@H]1CN([C@H](C)CO)C(=O)c2c(c3ccccc3n2C)-c2ccccc2CO[C@@H]1CN(C)C(=O)Nc1ccc(F)cc1	-1
C[C@H]1CN([C@@H](C)CO)C(=O)c2cc(N(C)C)ccc2O[C@H]1CN(C)S(=O)(=O)c1cccs1	-13
(more compounds)
SMILES	NSD2 inh
C[C@H](CO)N1C[C@H](C)[C@H](CN(C)CC2CCCCC2)Oc2ccc(NC(=O)Nc3ccc(F)cc3)cc2CC1=O	0
COC(=O)[C@]1(Cc2ccccc2)N=C(c2ccc(OCCCO)cc2)O[C@@H]1c1ccccc1CN=[N+]=[N-]	-9
CC(C)CC#Cc1cnc2c(c1)C(=O)N([C@@H](C)CO)C[C@@H](C)[C@H](CN(C)C(=O)c1cccnc1)O2	0
C[C@H](CO)N1C[C@H](C)[C@H](CN(C)C(=O)Nc2ccc(C(F)(F)F)cc2)Oc2ccc(NC(=O)Nc3cccc4ccccc34)cc2CC1=O	-7
Cc1ccc(-c2ccc3c(c2)O[C@@H](CN(C)Cc2ccc(C(=O)O)cc2)[C@@H](C)CN([C@@H](C)CO)S3(=O)=O)cc1	0
C[C@H](CO)N1C[C@H](C)[C@H](CN(C)Cc2ccc(-c3ccccc3)cc2)Oc2c(NC(=O)Nc3cccc4ccccc34)cccc2C1=O	3
CC(C)CC#Cc1ccc2c(c1)O[C@@H](CN(C)Cc1cncnc1)[C@H](C)CN([C@@H](C)CO)S2(=O)=O	1
Cc1c(O)cc(O)c2c1OC(c1ccccc1)CC2=O (centres undefined)	-7
COc1ccc(CN(C)C[C@@H]2Oc3ccc(NC(=O)Nc4ccccc4)cc3CC(=O)N([C@H](C)CO)C[C@@H]2C)cc1	-13
C[C@@H]1CN([C@@H](C)CO)C(=O)c2cc(NC(=O)Nc3ccc4c(c3)OCO4)ccc2O[C@@H]1CN(C)Cc1ccc(Cl)c(Cl)c1	-2
C[C@H](CO)N1C[C@H](C)[C@H](CN(C)C(=O)Nc2cccc3ccccc23)OCCCC[C@H](C)Oc2ccc(NS(=O)(=O)c3ccc(F)cc3)cc2C1=O	19
C[C@H]1CN([C@@H](C)CO)C(=O)Cc2cc(NC(=O)Cc3cn(C)c4ccccc34)ccc2O[C@H]1CN(C)Cc1ccc(Cl)c(Cl)c1	0
CCCCC[C@H](O)/C=C/[C@@H]1[C@@H](C/C=C\CCCC(=O)O)[C@H]2CO[C@@H]1C2	4
COc1ccc(NC(=O)N(C)C[C@@H]2Oc3ccc(NC(=O)Nc4ccc5c(c4)OCO5)cc3C(=O)N([C@@H](C)CO)C[C@@H]2C)cc1	-1
C[C@H]1CN([C@@H](C)CO)S(=O)(=O)c2ccc(/C=C/c3ccccc3)cc2O[C@H]1CN(C)Cc1cncnc1	-3
CC(C)NC(=O)Nc1ccc2c(c1)C(=O)N([C@@H](C)CO)C[C@@H](C)[C@H](CN(C)C(=O)Nc1ccc3c(c1)OCO3)O2	3
C[C@@H]1CCCCO[C@@H](CN(C)Cc2ccc(C(=O)O)cc2)[C@H](C)CN([C@H](C)CO)C(=O)c2cc(NS(=O)(=O)c3ccc(Cl)cc3)ccc2O1	-1
C[C@H]1CN([C@@H](C)CO)C(=O)Cc2cc(NS(C)(=O)=O)ccc2O[C@@H]1CN(C)C(=O)Nc1ccc(F)cc1	-2
C[C@@H]1CN([C@H](C)CO)S(=O)(=O)c2ccc(C#Cc3ccccc3)cc2O[C@@H]1CN(C)C(=O)Nc1ccc2c(c1)OCO2	2
C[C@H]1CCCCO[C@@H](CN(C)C(=O)Nc2ccc3c(c2)OCO3)[C@@H](C)CN([C@@H](C)CO)C(=O)c2cc(NC(=O)c3ccncc3)ccc2O1	-1
CCC(=O)N(C)C[C@H]1Oc2cc(C#CC(C)C)ccc2S(=O)(=O)N([C@@H](C)CO)C[C@@H]1C	-3
CCC(=O)N(C)C[C@H]1Oc2cc(C#Cc3ccccc3)ccc2S(=O)(=O)N([C@@H](C)CO)C[C@@H]1C	-9
C=C(Oc1cccc(C(=O)O)c1)C(=O)O	-1
Cc1ccccc1S(=O)(=O)N(C)C[C@H]1OCc2ccccc2-c2ccccc2C(=O)N([C@@H](C)CO)C[C@H]1C	3
COc1ccc(S(=O)(=O)Nc2ccc3c(c2)CC(=O)N([C@H](C)CO)C[C@H](C)[C@@H](CN(C)C(=O)Nc2ccc(C(F)(F)F)cc2)O3)cc1	-1

Single values from the results shown.
Cc1noc(C)c1NC(=O)N(C)C[C@H]1Oc2ccc(NC(=O)NC(C)C)cc2CC(=O)N([C@H](C)CO)C[C@H]1C – NSD2 inh: -3
CCC(=O)N(C)C[C@H]1Oc2cc(C#CC(C)C)ccc2S(=O)(=O)N([C@@H](C)CO)C[C@@H]1C – NSD2 inh: -3

(further entries)
SMILES	NSD2 inh
O=C(NO)c1ccc(C(=O)N/N=C/c2cc(F)ccc2O)cc1	-5
C[C@@H]1CN([C@@H](C)CO)C(=O)c2cc(NC(=O)Cn3cnnn3)ccc2O[C@H]1CN(C)C(=O)NC1CCCCC1	-1
COc1ccccc1-c1ccc2c(c1)O[C@H](CN(C)C(=O)Nc1ccccc1)[C@H](C)CN([C@@H](C)CO)S2(=O)=O	-4
C[C@H](CO)N1C[C@H](C)[C@H](CN(C)S(=O)(=O)c2ccccc2F)Oc2cc(C#Cc3cccc(F)c3)ccc2S1(=O)=O	-1
COCC(=O)Nc1ccc2c(c1)[C@H]1C[C@@H](CC(=O)NCc3ccccn3)O[C@H](CO)[C@H]1O2	0
C[C@@H]1CCCCO[C@H](CN(C)Cc2ccc(C(=O)O)cc2)[C@H](C)CN([C@@H](C)CO)C(=O)c2cc(NC(=O)C3CCCCC3)ccc2O1	3
CNC[C@H]1OCCCC[C@@H](C)Oc2ccc(NS(=O)(=O)c3ccccc3)cc2C(=O)N([C@H](C)CO)C[C@@H]1C	-130

Fetched by compound from above (two):
SMILES	NSD2 inh
O=C(NO)c1ccc(C(=O)N/N=C/c2cc(F)ccc2O)cc1	-5
C[C@@H]1CCCCO[C@H](CN(C)Cc2ccc(C(=O)O)cc2)[C@H](C)CN([C@@H](C)CO)C(=O)c2cc(NC(=O)C3CCCCC3)ccc2O1	3

In the list so far, 7 have a COOH group.
SMILES	NSD2 inh
Cc1nc(Oc2ccc(Cl)cc2)c(C(=O)O)c(C)c1Cl	-6
O=C(O)C[C@@H]1C[C@H]2c3cc(NS(=O)(=O)c4ccccc4)ccc3O[C@H]2[C@H](CO)O1	11
Cc1ccc(-c2ccc3c(c2)O[C@@H](CN(C)Cc2ccc(C(=O)O)cc2)[C@@H](C)CN([C@@H](C)CO)S3(=O)=O)cc1	0
CCCCC[C@H](O)/C=C/[C@@H]1[C@@H](C/C=C\CCCC(=O)O)[C@H]2CO[C@@H]1C2	4
C[C@@H]1CCCCO[C@@H](CN(C)Cc2ccc(C(=O)O)cc2)[C@H](C)CN([C@H](C)CO)C(=O)c2cc(NS(=O)(=O)c3ccc(Cl)cc3)ccc2O1	-1
C=C(Oc1cccc(C(=O)O)c1)C(=O)O	-1
C[C@@H]1CCCCO[C@H](CN(C)Cc2ccc(C(=O)O)cc2)[C@H](C)CN([C@@H](C)CO)C(=O)c2cc(NC(=O)C3CCCCC3)ccc2O1	3

Assay outcomes: PubChem, Broad Institute

Only part of the results is shown (hit frequency here may not be typical).
